cardiac RTF act: cardiac RTF calcium sensitivity activators, primary screen, biochemical, IANBD-TnC fluorescence, EC20 calcium; Troponin I, cardiac muscle (Homo sapiens) + Troponin T, cardiac muscle (Homo sapiens) + …; 340,000 compounds, 0.24% hits; AID 493008, 2010; IANBD-labeled TnC RTF fluorescence at EC20 calcium; 0% EC20 calcium, 100% full calcium; activation, % at 7.2 µM;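 active means activation above the mean over all tested compounds plus 3 SD, cut at about 30% in these data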;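 further: rise in fluorescence read as greater calcium sensitivity of cardiac thin filaments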
CDK5 inh: inhibitors of human CDK5/p35 kinase, primary screen, biochemical, single concentration | Cyclin-dependent kinase 5 (Homo sapiens) + Cyclin-dependent kinase 5 activator 1 (Homo … | Recombinant CDK5/p35, ADP-Glo luminescence, 60 min | 330,000 compounds, 0.01% hits | inhibition, % at 10 µM;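 active means highest replicate inhibition of at least 50% and at least 75% of replicates reaching 50%; inconclusive means only one of the two criteria met; inactive means both criteria failed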;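 further: plate controls were DMSO neutral control for no effect and GW8510 at 10 µM for full effect; many of its hits are not listed in these tables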
Target sequence (Q00535 whole entry, looked up): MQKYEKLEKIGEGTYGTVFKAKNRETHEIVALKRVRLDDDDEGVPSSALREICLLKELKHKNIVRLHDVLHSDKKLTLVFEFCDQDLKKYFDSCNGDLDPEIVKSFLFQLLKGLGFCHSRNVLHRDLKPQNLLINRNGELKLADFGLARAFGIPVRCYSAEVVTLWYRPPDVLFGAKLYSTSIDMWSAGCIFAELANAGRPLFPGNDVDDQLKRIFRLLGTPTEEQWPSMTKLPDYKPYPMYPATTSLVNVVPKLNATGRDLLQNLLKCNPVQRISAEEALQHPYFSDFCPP
Target sequence (Q15078 whole entry, looked up): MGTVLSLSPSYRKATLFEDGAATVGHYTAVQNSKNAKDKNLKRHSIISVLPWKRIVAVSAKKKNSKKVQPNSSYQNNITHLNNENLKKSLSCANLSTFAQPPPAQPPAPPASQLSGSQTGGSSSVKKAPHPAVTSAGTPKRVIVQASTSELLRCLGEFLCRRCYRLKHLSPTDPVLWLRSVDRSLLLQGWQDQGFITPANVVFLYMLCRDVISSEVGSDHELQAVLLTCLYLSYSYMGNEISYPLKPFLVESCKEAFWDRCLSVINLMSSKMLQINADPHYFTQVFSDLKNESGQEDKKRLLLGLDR
Rtt109 HAT inh: inhibitors of C. albicans Rtt109/Vps75 HAT, primary screen, biochemical, ThioGlo CoA-SH fluorescence, plate reader. AID 540336, 2011. purified Rtt109/Vps75, 4 h. inhibition, % at 34.9 µM. 330,000 compounds, 0.16% hits. Histone acetyltransferase RTT109 (Candida albicans (strain SC5314 / ATCC MYA-2876)), …;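 active means inhibition of at least 50% in every replicate; inconclusive means best replicate reaches 50% inhibition but some replicates fall short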
dFosB act: activators of delta FosB homodimer, primary screen, biochemical, fluorescence polarization, TAMRA-CDK5 oligo, single point | Protein FosB (Mus musculus), P13346 | purified delta FosB; percent of positive-control signal above neutral wells | activation, % at 25 µM | 340,000 compounds, 0.99% hits;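 active means mean activation above about 17%, with every replicate also reaching it, limit read from the data, passing the limit was not always enough; inconclusive means only one of the two conditions met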;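 further: fluorescence polarization rise as delta FosB binds a TAMRA Cdk5 AP-1 oligo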
Target sequence (P13346 whole entry, looked up): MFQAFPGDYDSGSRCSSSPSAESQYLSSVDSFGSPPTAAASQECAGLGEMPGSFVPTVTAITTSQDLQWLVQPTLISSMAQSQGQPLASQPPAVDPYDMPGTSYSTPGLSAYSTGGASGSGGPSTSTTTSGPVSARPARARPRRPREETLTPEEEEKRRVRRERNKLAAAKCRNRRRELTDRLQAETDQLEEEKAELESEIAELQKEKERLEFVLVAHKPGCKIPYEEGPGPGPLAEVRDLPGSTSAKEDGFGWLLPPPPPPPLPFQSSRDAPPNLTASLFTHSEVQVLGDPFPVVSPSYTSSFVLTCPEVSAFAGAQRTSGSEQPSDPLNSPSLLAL
V-ATPase pHluor: regulators of yeast V-ATPase proton pumping, primary screen, pHLuorin cytosolic pH fluorescence. 350,000 compounds, 0.37% hits. S. cerevisiae. response, % at 10 µM; in the data active means response mostly above about 7.3%, no sharp cut-off; inactive means mostly below about 5.4%; further: actives read high; inactives centre near 0; some compounds called inactive have numbers as strong as hits
MITF act: activators of MITF-driven TRPM1 promoter reporter, primary screen, cell-based, SK-MEL-5, luciferase, single point; SK-MEL-5 TRPM1-promoter luciferase, 24 h; % of positive control, neutral wells = 0; AID 588334, 2011; activation, % at 12.5 µM; 300,000 compounds, 0.75% hits;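 active means mean activation of at least 80% with every replicate also reaching 80%; inconclusive means mean reaches 80% but some replicate falls short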;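 further: 0% = neutral control wells and 100% = parthenolide positive control wells; values of inactives mirror those of a sister screen read the other way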
Tat transport: E. coli Tat export inhibitors, primary screen, MC4100, TorA-mCherry reporter, fluorescence, single point. 340,000 compounds, 0.036% hits. AID 488895, 2010. inhibition, % at 10 µM;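 active means mean replicate inhibition at least 50% and at least half of replicates individually reaching 50%; inconclusive means only one of the two criteria met; inactive means neither criterion met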;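 further: exported cargo escapes ClpAP degradation while cytoplasmic cargo is degraded and loses fluorescence; 0% = median of neutral control wells and 100% = median of NaSCN control wells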
CAL PDZ FP-1: CAL PDZ peptide-binding inhibitors, primary screen, biochemical, fluorescence polarization, Cer-tagged CAL PDZ, HTS. AID 504414, 2011. Golgi-associated PDZ and coiled-coil motif-containing protein (Homo sapiens), Q9HD26. 330,000 compounds, 0.02% hits. purified CAL PDZ, TMR-peptide fluorescence polarization, 1 h. inhibition, % at 20 µM;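 active means highest replicate inhibition of at least 40%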;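 further: plate controls were DMSO neutral control wells for no effect and unlabeled competitor peptide control wells for full effect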
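Material: tagged CAL PDZ protein CerCALP, purified; buffer or medium: sodium phosphate/NaCl buffer pH 7.4 with TCEP, IgG, Thesit; also added: fluorescent TMR peptide probe; schedule: 1 h incubation at room temperature before polarization reading; technique: fluorescence polarization from S- and P-plane intensities, G-factor corrected; control set: unlabelled peptide and DMSO controls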
CAL PDZ FP-2: untagged CAL PDZ binding inhibitors, primary screen, biochemical, fluorescence polarization, HTS | Golgi-associated PDZ and coiled-coil motif-containing protein (Homo sapiens), Q9HD26 | purified CAL PDZ, TMR-peptide fluorescence polarization, 1 h | inhibition, % at 24.9 µM | 300,000 compounds, 0.92% hits | AID 602252, 2012;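 active means mean inhibition of at least 30% with at least half of replicates also reaching 30%; inconclusive means no clear call, values can overlap the other calls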;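 further: 0% = DMSO neutral control and 100% = excess unlabeled competitor peptide PRC23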
Wnt bcat act: Wnt/beta-catenin pathway activators, primary screen, cell-based, plate reader, single point; Wnt/beta-catenin reporter cell assay, activator; activation, % at 9.35 µM; 300,000 compounds, 1.2% hits; AID 743398, 2014; in the data active means activation above about 30%, passing the limit was not always enough; inconclusive means no clear call, values can overlap the other calls;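 further: 0% = neutral control wells and 100% = positive control wells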
* = called active by the depositor. Random draw from the library; any-hit rate near 4.1%.

CSCCC(NC(=O)c1ccco1)C(=O)NCC1CCCO1 (stereo unspecified) was read as cardiac RTF act 0, CDK5 inh -0.7, Rtt109 HAT inh 1, dFosB act -2, V-ATPase pHluor 1, MITF act -4, Tat transport -2, CAL PDZ FP-1 0.5 and Wnt bcat act -1.
Screening COCCNC(=O)NC(=O)COC(=O)c1cccn1C returned cardiac RTF act 1, CDK5 inh -1.4, Rtt109 HAT inh -4, dFosB act 5, V-ATPase pHluor 3, MITF act -7, Tat transport 4, CAL PDZ FP-1 -3.9, CAL PDZ FP-2 -9 and Wnt bcat act 0.
For Cc1ccc(N(C(=O)c2csnn2)C(C(=O)NC(C)(C)C)c2ccncc2)cc1 (stereo unspecified) the results were cardiac RTF act 0, CDK5 inh 9.1, dFosB act -13, V-ATPase pHluor 1, MITF act -8, Tat transport 2, CAL PDZ FP-1 -2.2, CAL PDZ FP-2 -3 and Wnt bcat act 0.
CC1CCN(C(=O)COC(=O)c2ccc(F)c(S(=O)(=O)N3CCOCC3)c2)CC1 was read as cardiac RTF act 6, CDK5 inh -8.1, Rtt109 HAT inh -6, dFosB act -4, V-ATPase pHluor -1, MITF act 5, Tat transport -2, CAL PDZ FP-1 -0.4, CAL PDZ FP-2 -1 and Wnt bcat act -1.
O=c1c2cc(N3CCOCC3)ccc2[nH]c(=S)n1Cc1ccco1 was read as cardiac RTF act -4, CDK5 inh -1.2, Rtt109 HAT inh 14, dFosB act -4, V-ATPase pHluor 0, Tat transport 0, CAL PDZ FP-1 -3.2 and CAL PDZ FP-2 0.
`O=[N+]([O-])c1cccc(/C=N/NS(=O)(=O)c2ccccc2)c1` gave cardiac RTF act -3, CDK5 inh -0.8, Rtt109 HAT inh 14, dFosB act -2, V-ATPase pHluor 1, MITF act 0, Tat transport 7, CAL PDZ FP-1 -1.8, CAL PDZ FP-2 -3 and Wnt bcat act -7.
COC(=O)c1cc(NS(=O)(=O)c2ccc3c(c2)c(=O)n(C)c(=O)n3C)cc(C(=O)OC)c1 was read as cardiac RTF act -5, CDK5 inh 0.6, Rtt109 HAT inh 2, dFosB act -4, V-ATPase pHluor 0, MITF act 4, Tat transport -23, CAL PDZ FP-1 -3.4, CAL PDZ FP-2 -7 and Wnt bcat act 1.
Screening COc1ccc(S(=O)(=O)N(Cc2ccccc2)Cc2nc(-c3ccccc3)no2)cc1 returned cardiac RTF act -1, CDK5 inh 0.1, Rtt109 HAT inh 2, dFosB act -6, V-ATPase pHluor -1, Tat transport 8 and CAL PDZ FP-1 -0.6.
Cn1c(SCC(=O)NN2C(=O)NC(C)(c3ccccc3)C2=O)nnc1-c1ccncc1 (stereo unspecified) was read as cardiac RTF act 1, CDK5 inh 0.9, Rtt109 HAT inh -4, dFosB act -2, V-ATPase pHluor 5, MITF act -7, Tat transport -3, CAL PDZ FP-1 0.5, CAL PDZ FP-2 -2 and Wnt bcat act 3.
For Cc1ncsc1C(=O)Nc1nc2c(s1)CC(C)CC2 (stereo unspecified) the results were cardiac RTF act 5, CDK5 inh -0.9, Rtt109 HAT inh -7, dFosB act -1, V-ATPase pHluor -8, MITF act 54, Tat transport -2, CAL PDZ FP-1 -3.3 and Wnt bcat act 32*.
O=C(N/N=C/c1c[nH]c2ccccc12)c1sc2ccccc2c1Cl was read as cardiac RTF act -5, CDK5 inh 1.6, Rtt109 HAT inh -3, dFosB act -5, V-ATPase pHluor 1, MITF act 38, Tat transport 4, CAL PDZ FP-1 1.0 and CAL PDZ FP-2 -2.
NNC(=S)NC1CC2CC1C1C=CCC21 (stereo unspecified) was read as cardiac RTF act -3, CDK5 inh -0.5, Rtt109 HAT inh 3, dFosB act -1, V-ATPase pHluor -3, MITF act -6, Tat transport -1, CAL PDZ FP-1 0.3 and Wnt bcat act -1.
O=C(CSc1cccc[n+]1[O-])Nc1ccc(Br)cc1Br was read as cardiac RTF act -7, CDK5 inh 0.1, Rtt109 HAT inh 1, dFosB act -7, V-ATPase pHluor 8, MITF act 2, Tat transport -5, CAL PDZ FP-1 0.1, CAL PDZ FP-2 0 and Wnt bcat act -2.
For COc1ccc(-c2c(-c3ccc(OC)cc3O)nc(C)nc2C(F)(F)F)cc1 the results were cardiac RTF act -5, CDK5 inh 0.3, Rtt109 HAT inh 12, dFosB act -1, V-ATPase pHluor -3, MITF act -6, Tat transport 6, CAL PDZ FP-1 -0.1, CAL PDZ FP-2 -3 and Wnt bcat act 0.
CN(C)C(=O)CCC(=O)N1CCCC(C(=O)c2ccc3c4c(cccc24)CC3)C1 (stereo unspecified) was read as cardiac RTF act -1, CDK5 inh 0.4, Rtt109 HAT inh 0, dFosB act -1, V-ATPase pHluor 2, MITF act 11, Tat transport 4, CAL PDZ FP-1 -2.3, CAL PDZ FP-2 -3 and Wnt bcat act 1.
`CSc1ccc(/C=N/NC(=O)CNc2cccc3ccccc23)cc1` gave cardiac RTF act -5, CDK5 inh -4.2, Rtt109 HAT inh -1, dFosB act -3, V-ATPase pHluor 5, MITF act -9, Tat transport -4, CAL PDZ FP-1 -0.5 and CAL PDZ FP-2 -4.
For COc1ccc(CNS(=O)(=O)c2cc(-c3cc(C)no3)ccc2C)cc1OC the results were cardiac RTF act 1, CDK5 inh 1.9, Rtt109 HAT inh 27, dFosB act -8, V-ATPase pHluor -2, MITF act -6, Tat transport -7, CAL PDZ FP-1 -2.1, CAL PDZ FP-2 -4 and Wnt bcat act -1.
For Cc1ccc(-n2c(SCC(=O)N/N=C/c3ccc(C)s3)nnc2-c2ccccc2)cc1 the results were cardiac RTF act 3, CDK5 inh -0.8, Rtt109 HAT inh 4, dFosB act -6, V-ATPase pHluor 2, MITF act 2, Tat transport 1, CAL PDZ FP-1 0.0, CAL PDZ FP-2 2 and Wnt bcat act 2.
COc1ccc(/C=C/c2nc3cc(-c4ccccc4)ccc3o2)cc1O was read as cardiac RTF act 1, CDK5 inh 0.1, Rtt109 HAT inh -5, dFosB act -8, V-ATPase pHluor 2, MITF act 7, Tat transport -2, CAL PDZ FP-1 -1.0, CAL PDZ FP-2 -2 and Wnt bcat act 8.
For CN(C1=C(N2CCOCC2)C(=O)c2ccccc2C1=O)c1ccccc1 the results were cardiac RTF act -16, CDK5 inh 2.1, Rtt109 HAT inh 5, dFosB act -8, V-ATPase pHluor 1, MITF act -49, Tat transport 6, CAL PDZ FP-1 0.5, CAL PDZ FP-2 0 and Wnt bcat act -6.
For CC(=O)NC(=S)Nc1cc(C(F)(F)F)ccc1N1CCOCC1 the results were cardiac RTF act 0, CDK5 inh 1.7, Rtt109 HAT inh -1, dFosB act 0, V-ATPase pHluor -3, MITF act 11, Tat transport 2, CAL PDZ FP-1 -4.2, CAL PDZ FP-2 -3 and Wnt bcat act -8.
`CCC(=O)Oc1ccc(NC(=O)c2ccco2)cc1` gave cardiac RTF act 1, CDK5 inh 1.8, Rtt109 HAT inh 10, dFosB act -4, V-ATPase pHluor 2, MITF act 6, Tat transport -5, CAL PDZ FP-1 -0.1, CAL PDZ FP-2 0 and Wnt bcat act 2.
Screening OCC1(Cc2cccc(Cl)c2)CCCN(Cc2cnn(-c3ccccc3)c2)C1 (stereo unspecified) returned cardiac RTF act 0, CDK5 inh -0.9, Rtt109 HAT inh -1, dFosB act -4, V-ATPase pHluor -1, MITF act 0, Tat transport -7, CAL PDZ FP-1 -0.9, CAL PDZ FP-2 4 and Wnt bcat act -2.
`COc1cc(-c2noc(C)c2C#Cc2ccccn2)cc(OC)c1OC` gave cardiac RTF act -4, CDK5 inh 0.8, Rtt109 HAT inh -1, dFosB act -2, V-ATPase pHluor -50, MITF act -21, Tat transport -1, CAL PDZ FP-1 -1.6, CAL PDZ FP-2 -8 and Wnt bcat act -15.
Cc1cc(C(=O)Nc2ccc3c(c2)CCC3)c2ccccc2n1 was read as cardiac RTF act 7, CDK5 inh 0.5, Rtt109 HAT inh -2, dFosB act -1, V-ATPase pHluor -1, MITF act -6, Tat transport -6, CAL PDZ FP-1 -2.3 and CAL PDZ FP-2 1.
Cc1ccccc1OCc1nc2c3cnn(C)c3ncn2n1 was read as cardiac RTF act 0, CDK5 inh -0.5, Rtt109 HAT inh 7, dFosB act 3, V-ATPase pHluor 3, Tat transport -7, CAL PDZ FP-1 -0.4, CAL PDZ FP-2 -2 and Wnt bcat act 22.
`O=C(NCC1CCCN(C(=O)c2cscn2)C1)c1ccc(-c2ccccc2)cc1` (stereo unspecified) gave cardiac RTF act -2, CDK5 inh 0.6, Rtt109 HAT inh 23, dFosB act -4, V-ATPase pHluor 4, MITF act 9, Tat transport -4, CAL PDZ FP-1 -3.9, CAL PDZ FP-2 -1 and Wnt bcat act -3.
Screening COc1ccccc1Cn1c(=O)oc2ccc(C)cc21 returned cardiac RTF act 0, CDK5 inh 0.0, Rtt109 HAT inh -2, dFosB act -8, V-ATPase pHluor -6, Tat transport -10, CAL PDZ FP-1 0.0, CAL PDZ FP-2 -2 and Wnt bcat act -1.
Cc1ccnc(NC(=O)c2cccc(S(=O)(=O)N3CCCc4ccccc43)c2)c1 was read as cardiac RTF act -1, CDK5 inh 2.1, Rtt109 HAT inh -9, dFosB act 1, V-ATPase pHluor -3, MITF act 88*, Tat transport 4, CAL PDZ FP-1 -3.2, CAL PDZ FP-2 -5 and Wnt bcat act 30.
CC/C(C)=N/Nc1cccc([N+](=O)[O-])c1 was read as cardiac RTF act -8, CDK5 inh -1.3, Rtt109 HAT inh inconclusive, dFosB act -2, V-ATPase pHluor -4, MITF act 9, Tat transport 0, CAL PDZ FP-1 0.5, CAL PDZ FP-2 7 and Wnt bcat act 2.

High-throughput results from PubChem.
